SENP6 block: blocks the human protease SENP6 | Q9GZR1 | Recombinant SENP6 catalytic domain, aminoluciferin luminescence | inhibition, % at 10 µM | actives 1.8% (n = 330,000) | AID 2599;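 active = inhibition above about 50% at the single tested dose, limit read from the data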;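 also: plate controls were DMSO wells with enzyme for no effect and DMSO wells lacking enzyme for full effect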
SENP8 block-1: blocks the human protease SENP8; Q96LD8; purified SENP8, Z-RLRGG-aminoluciferin cleavage, luminescence; inhibition, % at 10 µM; actives 1.2% (n = 330,000); AID 2540; in the data active = inhibition above about 50%
Target sequence (Q96LD8 whole entry, looked up): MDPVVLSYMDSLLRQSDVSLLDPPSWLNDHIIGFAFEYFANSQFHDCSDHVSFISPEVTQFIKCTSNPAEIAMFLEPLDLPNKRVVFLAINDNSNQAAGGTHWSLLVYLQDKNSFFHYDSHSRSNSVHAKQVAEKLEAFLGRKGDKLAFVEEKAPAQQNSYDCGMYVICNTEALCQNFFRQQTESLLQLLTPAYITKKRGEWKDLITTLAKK
SENP1 FRET inh: SENP1 (human) catalytic domain inhibition. Q9P0U3. recombinant SENP1 catalytic domain, CyPet-SUMO1-YPet FRET cleavage. AID 624204. inhibition, % at 10 µM. actives 0.21% (n = 360,000);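 active = inhibition at least 30% at 10 µM, raw YFP signal under a set limit, fluorescence ratio 0.5 to 1.5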;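 also: 0% = enzyme with DMSO and 100% = no enzyme wells; some results filed as inactive read as strong as hits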
Target sequence (Q9P0U3 419-644 limits assumed): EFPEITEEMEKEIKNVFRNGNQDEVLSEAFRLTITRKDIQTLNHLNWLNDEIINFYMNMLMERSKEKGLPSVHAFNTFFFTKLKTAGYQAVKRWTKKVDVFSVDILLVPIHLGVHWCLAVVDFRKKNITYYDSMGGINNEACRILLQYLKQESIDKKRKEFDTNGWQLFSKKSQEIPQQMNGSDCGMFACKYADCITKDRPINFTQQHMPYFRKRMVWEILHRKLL
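material = recombinant human SENP1 catalytic domain, His6-tagged | quantity = 20 pM enzyme | reagent = 25 nM SUMO1 FRET substrate | compound dosing = 10 µM single point, 0.5% DMSO | timing = 50 min enzyme reaction, room temperature, light-protected | detection = FRET, CFP and YFP emission | control set = no-enzyme low, enzyme-DMSO high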
PfGluPho inh: PfG6PD (Plasmodium falciparum) enzyme inhibition; inhibition, % at 20 µM; PfGluPho enzyme, NADPH resazurin-diaphorase fluorescence; actives 0.78% (n = 350,000); AID 504690;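 active = inhibition reaching at least a set limit at 20 µM in the primary screen, cut at about 59% in these data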;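 also: 0% = DMSO wells with substrate and 100% = DMSO wells lacking glucose-6-phosphate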
SENP7 block: inhibitors of human SENP7 protease | Q9BQF6 | recombinant SENP7, Z-RLRGG-aminoluciferin luminescence, 40 min | inhibition, % at 5 µM | actives 1.5% (n = 330,000);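 active = inhibition above about 50% at the single test dose, limit read from the data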;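 also: plate controls were DMSO with enzyme for no effect and no enzyme buffer wells for full effect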
Target sequence (Q9BQF6 706-1050 limits assumed): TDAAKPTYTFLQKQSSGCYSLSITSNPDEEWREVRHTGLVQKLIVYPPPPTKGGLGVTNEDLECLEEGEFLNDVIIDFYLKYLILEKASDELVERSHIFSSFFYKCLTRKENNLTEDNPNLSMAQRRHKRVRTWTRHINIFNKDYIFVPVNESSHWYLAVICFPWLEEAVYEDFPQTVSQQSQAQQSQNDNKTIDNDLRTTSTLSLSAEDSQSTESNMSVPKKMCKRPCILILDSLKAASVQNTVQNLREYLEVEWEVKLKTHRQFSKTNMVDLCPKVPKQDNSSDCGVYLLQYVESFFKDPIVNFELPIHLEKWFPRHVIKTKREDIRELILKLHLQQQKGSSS
SENP8 block-2: inhibitors of human SENP8 protease; Q96LD8; recombinant SENP8, Nedd8 substrate fluorescence; inhibition, % at 20 µM; actives 0.64% (n = 360,000); AID 602440; in the data active = inhibition mostly above about 40%, no sharp cut-off; inactive = mostly below about 27%
Apaf1 inhib: inhibitors of human Apaf-1 apoptosome. O14727. reconstituted apoptosome caspase-3 activity, DEVD-Rh110 fluorescence. inhibition, % at 20 µM. actives 0.71% (n = 330,000); active = inhibition of at least 40% at 20 µM;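 also: plate controls were DMSO wells for no effect and DEVD-CHO caspase inhibitor wells for full effect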
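Assay system – apoptosome proteins · Medium – Hepes buffer, pH 7.5 · Also added – cytochrome c with DEVD-Rh110 · Timing – 30 min compound preincubation, 50 min activation, room temperature · Detection – Rh110 fluorescence, excitation 480 nm, emission 540 nm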
HKDC1 inhibitor: HKDC1 (human) hexokinase inhibition; AID 493160; Q2TB90; actives 0.16% (n = 340,000); inhibition, % at 20 µM; recombinant HKDC1, G6PDH/diaphorase resazurin coupled fluorescence;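 active = inhibition above about 35% when tested at 20 µM, limit read from the data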;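 also: plate controls were DMSO wells with enzyme for no effect and DMSO wells lacking enzyme for full effect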
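Assay system: in-house recombinant HK5 (HKDC1) enzyme. Input: HKDC1 at 5 µg/mL. Medium: Tris pH 8.0 buffer with MgCl2, Tween-20, BSA, BME. Dosing: single 20 µM dose. Schedule: 90 min reaction incubation at room temperature, dark. Signal: resazurin-to-resorufin fluorescence via G6PDH and diaphorase coupling, 525/613 nm. Controls: DMSO-enzyme wells negative, buffer-substituted wells positive.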
* hit, by the source's call; · = no result given.

SMILES	SENP6 block	SENP8 block-1	SENP1 FRET inh	PfGluPho inh	SENP7 block	SENP8 block-2	Apaf1 inhib	HKDC1 inhibitor
Cc1cc(Cl)ccc1NC(=O)CCCN1C(=O)CCC1=O	5	-8	0	-8	-14	17	-2	15
O=C(O)COc1ccc(/C=N/n2cnc3scc(-c4cccs4)c3c2=O)cc1	·	·	3	-9	·	-34	·	-7
CCOc1ccc(N(C)C(=O)CCc2nnc3ccc(N4CCCCC4)nn23)cc1	-2	-3	2	-10	16	-3	14	3
N#Cc1c(C(F)(F)F)cc(-c2ccc(Cl)cc2)[nH]c1=O	51*	69*	-155	-16	23	-313	10	3
COc1cc(NC(=O)c2ccc([N+](=O)[O-])cc2)c(OC)cc1NC(=O)CC(C)C	-23	-7	-29	-16	-5	14	7	-3
FC(F)Oc1ccc(NC(=S)NC2CCSc3ccccc32)cc1 (configuration not stated)	0	-1	2	30	14	-7	7	1
CCCC[n+]1ccn(-c2nc3ccccc3nc2[N-]S(=O)(=O)c2ccc(C)cc2)c1	4	10	-93	11	-2	-282	0	-3
O=C(O)C1C2C=CC(O2)C1C(=O)Nc1ccc(S(=O)(=O)N2CCc3ccccc32)cc1 (configuration not stated)	-8	-8	0	-22	1	12	-8	-6
CCOC(=O)CNC(=O)N1CCCC(C(=O)c2cccc(Cl)c2)C1 (configuration not stated)	11	-7	2	8	-6	21	-27	-8
CCC(O)(CC)C(=O)NN(C(=O)Nc1csc2c1CCCC2)c1ccccc1	-8	-5	-10	12	2	1	2	-3
Cc1ccc(C(=O)C(C)OC(=O)CCN=C2NS(=O)(=O)c3ccccc32)cc1 (configuration not stated)	-13	-8	1	-5	1	46*	12	1
COc1ccc2oc(=O)c(C(=O)N3CCCC3)cc2c1	0	1	-12	-7	0	-465	-7	-4
COC(=O)C1=COC(OC2OC(CO)C(O)C(O)C2O)C2C1C=CC2(O)CO (configuration not stated)	-19	-10	4	8	4	41*	-5	-4
N=c1sccn1CC(=O)Nc1ccc2c(c1)CCC2	2	-1	1	1	14	18	1	-1
CC1Sc2ccc(S(=O)(=O)NCCc3ccc(S(N)(=O)=O)cc3)cc2NC1=O (configuration not stated)	9	1	-1	0	2	26	7	-4
CCOc1ccc(N2C(=O)c3cccnc3C2=O)cc1	4	-7	2	-2	16	6	-5	-12
COc1cc(NC(=O)COc2ccc(-n3cnnn3)cc2)cc(OC)c1OC	-22	8	0	6	-6	-4	-12	-6
O=C(/C(=C/c1ccccc1)c1ccccc1)N1CCCCC1	-10	-4	4	-14	1	28	7	-10
CCS(=O)(=O)N1CCN(S(=O)(=O)c2ccc(F)cc2)CC1	-10	3	0	-6	10	4	6	3
CCOCCCN1CC(C(=O)NCCc2ccc(C)cc2)CC1=O (configuration not stated)	-3	-7	0	-11	-7	30	9	-12
O=C(OCC(=O)N1CCc2ccccc21)c1cccnc1	-4	-12	0	9	-4	4	-1	-2
Cc1ccc(N2CC(C(=O)Nc3nnc(SCC(=O)Nc4nc(C)cs4)s3)CC2=O)cc1 (configuration not stated)	1	-7	0	-15	3	6	-13	-12
Cc1ccc(N2C(=O)N(CC(=O)NC(N)=O)C(=O)C2C)cc1 (configuration not stated)	-6	-4	-1	0	-1	14	-2	-2
CCOCCCNC(=S)Nc1ccc(S(N)(=O)=O)cc1	-4	-4	1	-2	-5	7	-6	1
Cc1ccc2nc(-c3ccc(Br)o3)oc(=O)c2c1	15	6	-1	1	11	-194	-10	-2

Single records, as listed above. Order of values: SENP6 block, SENP8 block-1, SENP1 FRET inh, PfGluPho inh, SENP7 block, SENP8 block-2, Apaf1 inhib, HKDC1 inhibitor
CCC(O)(CC)C(=O)NN(C(=O)Nc1csc2c1CCCC2)c1ccccc1 is entered as -8, -5, -10, 12, 2, 1, 2, -3
Cc1cc(Cl)ccc1NC(=O)CCCN1C(=O)CCC1=O is entered as 5, -8, 0, -8, -14, 17, -2, 15

Next section
SMILES	SENP6 block	SENP8 block-1	SENP1 FRET inh	PfGluPho inh	SENP7 block	SENP8 block-2	Apaf1 inhib	HKDC1 inhibitor
CN1CCC(N(C)C(=O)/C(C#N)=C/c2ccccc2)CC1	·	·	-2	11	·	16	·	-5
Cc1c(C)c2ccc(OS(C)(=O)=O)c(C)c2oc1=O	11	5	-11	-3	-3	-64	9	-9
CCOc1ccc(NC(=S)N2CCC(NC(=O)c3ccco3)CC2)cc1	-16	-1	7	-15	1	10	7	-5
COc1ccc(NC(=O)c2ccc(NC(=O)c3cccs3)cc2)cc1	4	-4	0	2	-15	-6	-5	-4
Cc1ccc(S(=O)(=O)N/N=C/c2cccc3nccnc23)cc1	-5	0	3	-1	-1	-4	-5	-7
Cc1cc(=O)oc2c(CN3CCOCC3)c(O)ccc12	·	·	-84	-11	·	-440	·	-6
COc1cccc(CNC(=O)CCNS(=O)(=O)c2ccc3c(c2)oc(=O)n3C)c1	-18	-5	4	-6	2	13	-2	-2
CCOC(=O)N/N=C/c1ccc(C)o1	-8	-3	1	-1	1	10	-19	-11
COc1ccc(Nc2nc3ccc(C)cc3n3cnnc23)cc1Cl	-6	8	-11	·	8	-123	20	·
CC(C)C[C@H](NC(=O)N1CCn2c1nc1ccccc12)C(=O)N[C@H](Cc1ccccc1)C(=O)O	-3	7	-2	-11	-2	38	1	-3
O=C(CCN1CCCCO1)N1CCCC(Nc2cccc(F)c2)C1 (configuration not stated)	3	1	2	-12	-3	9	8	-3
CCC(=O)N1CCN(c2ccc(NC(=O)c3ccco3)cc2)CC1	-5	1	2	6	4	24	-11	-5
CCC(=O)Nc1cc2c(cc1C(C)=O)OCCO2	-31	-7	0	-5	-2	-400	-2	-1
COc1ccccc1CN(C)C(=O)C(NC(=O)Cc1cccc2ccccc12)C(C)C (configuration not stated)	-12	-3	0	8	-2	11	13	-2
O=C(NC12CC3CC(CC(C3)C1)C2)N1CCC(n2nnc3ccccc32)CC1	20	1	3	-2	6	5	6	0
NC(=O)Nc1ccc(C(=O)OCC(=O)NCc2ccc3c(c2)OCO3)cc1	-15	-3	1	-8	-7	0	-6	-2
C/C(=N\Nc1cccc(Cl)c1)c1ccncc1	-36	-19	-1	78*	-12	0	17	1
O=C(COC(=O)C1CC(O)CN1S(=O)(=O)c1ccc(Cl)cc1)c1ccccc1Cl (configuration not stated)	-28	-10	2	1	-6	16	-5	-5
COc1ccc(/C=C(\NC(=O)c2ccc([N+](=O)[O-])cc2)C(=O)NCCN2CCOCC2)cc1	6	-4	2	-7	-7	10	2	0
ON=C1CCCC2CCCCC12 (configuration not stated)	·	·	1	3	·	2	·	-5
CCN1C2=NCCCN2c2cc(C)c(C)cc21	-26	-7	4	-3	4	12	-1	2
O=C(OC1CCOC1=O)C1CCN(S(=O)(=O)c2c(Cl)cccc2Cl)CC1 (configuration not stated)	2	-6	0	-19	2	18	3	1
Cc1ccc(C(=O)NC(Cc2c[nH]c3ccccc23)C(=O)O)cc1 (configuration not stated)	-8	-2	0	-13	8	13	-6	-2
COC(=O)c1cccc(NC(=O)CSc2nnc(COc3ccccc3)n2C)c1	-16	-4	1	-22	4	15	15	-3
CNc1c(-n2cc(C(=O)OC)c(C(=O)OC)c2C(=O)OC)c(=O)n(C)c(=O)n1C	-6	-4	1	-7	-13	-26	-6	-8

7 of the entries above in order of the SENP1 FRET inh value, falling.
smiles	SENP6 block	SENP1 FRET inh	PfGluPho inh	SENP7 block	HKDC1 inhibitor
O=C(/C(=C/c1ccccc1)c1ccccc1)N1CCCCC1	-10	4	-14	1	-10
Cc1ccc(S(=O)(=O)N/N=C/c2cccc3nccnc23)cc1	-5	3	-1	-1	-7
CCOC(=O)CNC(=O)N1CCCC(C(=O)c2cccc(Cl)c2)C1 (configuration not stated)	11	2	8	-6	-8
CCOCCCN1CC(C(=O)NCCc2ccc(C)cc2)CC1=O (configuration not stated)	-3	0	-11	-7	-12
Cc1c(C)c2ccc(OS(C)(=O)=O)c(C)c2oc1=O	11	-11	-3	-3	-9
Cc1cc(=O)oc2c(CN3CCOCC3)c(O)ccc12	·	-84	-11	·	-6
N#Cc1c(C(F)(F)F)cc(-c2ccc(Cl)cc2)[nH]c1=O	51*	-155	-16	23	3

(cont.)
SMILES	SENP6 block	SENP8 block-1	SENP1 FRET inh	PfGluPho inh	SENP7 block	SENP8 block-2	Apaf1 inhib	HKDC1 inhibitor
CC(=O)/C(C#N)=C1\NC(=O)C(Cc2ccc(C)c(C)c2)S1 (configuration not stated)	-14	-8	-3	-39	2	3	2	0
COC(=O)CN1C2=NCCCN2c2ccccc21	-2	4	0	1	2	10	-11	-11
CC(CC(=O)NCc1ccc(F)cc1)c1ccccc1 (configuration not stated)	-4	-10	-2	-11	-7	13	-2	-3
CN(Cc1cnccn1)Cc1nc(Cc2cccc(F)c2)no1	-3	-4	9	-3	-12	7	23	-5
O=C(Nc1cccnc1)c1coc(=O)c2ccccc12	-12	-14	-8	3	-10	-18	-11	-3
COc1ccc2cc(/C=N/NC(=O)c3ccc(CN(c4cccc(Cl)c4Cl)S(C)(=O)=O)cc3)c(Cl)nc2c1	-5	-10	-47	3	-2	-305	8	10
OC(COc1ccccc1)CN1CCCCCC1 (configuration not stated)	-8	-5	0	-10	9	17	-2	-8
CC(=O)[C@@]1(O)CCC2C3CC[C@H]4C[C@@H](O)CC[C@]4(C)C3CC[C@@]21C (some centres not stated)	-4	8	0	-2	-1	7	-5	9
COc1ccc(C2CC(c3ccc(C)cc3)=NN2C(=O)c2ccccc2)cc1 (configuration not stated)	1	-2	-1	7	0	16	26	-2
COc1ccccc1NC(=O)NN1CCCCC1	6	1	-2	0	3	18	6	-8
Cc1ccc(C2(CCNCc3ccco3)CCOC(C(C)C)C2)cc1 (configuration not stated)	-11	1	1	3	2	24	12	-5
COc1cc(C2C3=C(CC(C)(C)CC3=O)NC3=C2C(=O)c2ccccc23)ccc1O (configuration not stated)	-23	-8	2	9	-10	22	4	-6
Nc1ccc(C(=O)N2CCCC2)cc1	-2	1	2	-4	0	14	1	1
CN(C)CCCOC(=O)c1ccc(Cl)cc1	-14	-5	-1	-11	-1	29	0	4
COc1ccc(-n2c(CN3CCN(c4ccccn4)CC3)nc3ccc([N+](=O)[O-])cc3c2=O)c(OC)c1	-7	-5	2	35	-2	39	-8	1
O=C(O)c1cccc(-c2ccc(/C=C3/SC(=Nc4ccccc4)N(Cc4cccnc4)C3=O)o2)c1	3	7	-17	2	-5	18	18	21
Cc1nn(-c2ccccc2)c2nc(-c3ccncc3)cc(C(=O)NCc3ccco3)c12	-2	0	-25	26	3	-344	30	5
O=C(NCCc1ccccc1)C1(S(=O)(=O)c2ccc(Cl)cc2)CC1	-16	2	4	13	1	20	5	-1
COc1cc(NC(=O)C2CCN(S(=O)(=O)c3cccnc3)CC2)cc(OC)c1OC	-7	6	0	-6	-2	22	-2	-3
CCOC(=O)N1CCN(c2c(-c3ccc(C)cc3)c(=O)c2=O)CC1	2	6	4	-5	-2	14	-5	-2
COC(CSc1nc(N)c2c3c(sc2n1)CN(C)CC3)OC	15	-11	-33	9	-4	-300	7	8
CC(C)(C)n1nnnc1C(c1ccc(C#N)cc1)N1CCCC2(CCCCC2)C1 (configuration not stated)	3	4	-2	-2	-1	12	1	-4
Clc1ccccc1-c1nc(/C=N/N2CCOCC2)c2ccccn12	-14	-8	-12	4	-3	-95	2	0
CS(=O)(=O)c1ccc2nc(NC(=O)c3ccc(=O)[nH]c3)sc2c1	-10	-10	-36	6	-2	-299	-21	3

Source: PubChem BioAssay (Sanford-Burnham Center for Chemical Genomics)
